# Screening data deposited in PubChem by several laboratories.
# Runt-CBFb FRET: inhibitors of RUNX1 Runt–CBFb binding, primary screen, biochemical, FRET, Cerulean-Runt, Venus-CBFb, uHTS | inhibition, % at 20 µM | Cerulean-Runt/Venus-CBFb FRET ratio 530/480, 1 h | Runt-related transcription factor 1 (Homo sapiens) + Core-binding factor subunit beta … | AID 1496, 2009 | 220,000 tested, 0.46% active;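 active = inhibition over about 50% at 20 µM in the single-dose screen, limit read from the data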;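 note: 0% = DMSO wells and 100% = excess unlabeled CBFb competitor control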
#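 Assay system: Cerulean-Runt domain / Medium: Tris 50 mM pH 7.5, KCl, K2SO4, 0.01% BSA / Timing: protein complex preformed 1 h, compound exposure 1 h, room temperature, dark / Measured by: FRET, excitation 422 nm, emission at 530 and 480 nm / Evaluation: loss of energy transfer signal / Control set: 5 µM unlabeled CBFb as full-inhibition high control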
# Wee1 stabilizer: Wee1 degradation inhibitors, primary screen, cell-based, HeLa, Wee1K328M-luciferase, luminescence. HeLa Luc-Wee1K328M stability; 100% = proteasome inhibitor MG132 effect. reporter increase, % at 5 µM. 220,000 tested, 1.2% active. AID 1321, 2008;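 active = activation above the mean of all tested compounds plus 3 SD, set per screening run, cut at about 8.8% in these data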;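 note: cells exposed to compound for 20 h before luminescence read; 0% = DMSO alone and 100% = MG132 at 30 µM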
# Target sequence (P30291 whole entry K328M): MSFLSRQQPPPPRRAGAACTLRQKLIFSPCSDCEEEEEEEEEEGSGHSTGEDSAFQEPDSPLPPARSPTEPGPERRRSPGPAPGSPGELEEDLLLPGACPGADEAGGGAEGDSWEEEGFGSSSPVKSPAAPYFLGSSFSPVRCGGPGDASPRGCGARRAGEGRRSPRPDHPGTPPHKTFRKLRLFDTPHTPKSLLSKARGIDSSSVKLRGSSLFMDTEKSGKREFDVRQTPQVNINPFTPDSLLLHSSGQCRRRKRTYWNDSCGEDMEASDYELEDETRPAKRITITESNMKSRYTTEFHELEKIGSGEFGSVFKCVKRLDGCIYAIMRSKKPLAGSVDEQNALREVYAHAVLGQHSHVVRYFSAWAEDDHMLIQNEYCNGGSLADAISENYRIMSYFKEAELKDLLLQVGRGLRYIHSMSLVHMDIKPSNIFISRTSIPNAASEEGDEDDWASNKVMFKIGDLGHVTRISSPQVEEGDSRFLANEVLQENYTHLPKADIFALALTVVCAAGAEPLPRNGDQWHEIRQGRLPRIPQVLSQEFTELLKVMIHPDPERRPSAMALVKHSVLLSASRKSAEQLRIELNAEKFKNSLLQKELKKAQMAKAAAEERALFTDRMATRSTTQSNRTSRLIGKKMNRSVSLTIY
# Hck Nef HTS: inhibitors of Nef-activated human Hck kinase, primary screen, biochemical, Z-Lyte FRET, 384-well, Hck-YEEI. AID 463187, 2010. Recombinant Hck-YEEI plus Nef, Z-Lyte FRET kinase assay. 220,000 tested, 0.68% active. Tyrosine-protein kinase HCK (Homo sapiens), P08631. inhibition, % at 20 µM;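 active = Hck-Nef kinase inhibition above about 50%, limit read from the data; inactive = inhibition below that limit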;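 note: 0% = DMSO with Hck plus Nef and 100% = Hck alone without Nef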
# FXIa inh: human FXIa protease inhibitors, primary screen, biochemical, 1536-well. AID 798, 2007. inhibition, % at 5 µM. Coagulation factor XI (Homo sapiens), P03951. 220,000 tested, 0.14% active. purified FXIa, Boc-Glu-Ala-Arg-AMC fluorogenic substrate;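 active = inhibition of at least 40%; inactive = inhibition below 40%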;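 note: fluorescence of freed AMC excited at 355 nm; 0% = enzyme without compound and 100% = no enzyme blank; many of its hits are not listed in these tables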
# Runt-SMMHC FRET: inhibitors of RUNX1 Runt–CBFb-SMMHC binding, primary screen, biochemical, FRET, Cerulean-Runt, Venus-CBFb-SMMHC, uHTS | Runt-related transcription factor 1 (Homo sapiens) + Core-binding factor subunit beta … | Cerulean-Runt/Venus-CBFb-SMMHC FRET ratio 530/480, 1 h | inhibition, % at 20 µM | 220,000 tested, 0.74% active;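 active = mean inhibition across duplicate retests at 20 µM reaching about 50%, limit read from the data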;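 note: 0% = DMSO wells and 100% = wells with excess untagged CBFb-SMMHC; inhibitors lower the FRET ratio by blocking Runt binding to CBFb-SMMHC; some results filed as inactive read as strong as hits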
# 14-3-3 Bad inh: inhibitors of 14-3-3 zeta/Bad binding, primary screen, biochemical, TR-FRET, bovine 14-3-3 zeta; 14-3-3 protein zeta/delta (Bos taurus), P63103; TR-FRET 14-3-3zeta/Dy647-pBad peptide displacement, 1 h; inhibition, % at 21.7 µM; 220,000 tested, 0.71% active;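 active = inhibition above about 70%, limit read from the data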;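 note: 0% = full 14-3-3 plus peptide FRET controls and 100% = background without 14-3-3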
# hK5 inh: human KLK5 protease inhibitors, primary screen, biochemical, 1536-well; 210,000 tested, 0.59% active; recombinant hK5, fluorogenic AMC substrate cleavage; inhibition, % at 5 µM; Kallikrein-5 (Homo sapiens), Q9Y337;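 active = inhibition of 40% or more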;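 note: 0% = enzyme controls without compound and 100% = no-enzyme blanks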
# Target sequence (Q9Y337 67-293 limits assumed): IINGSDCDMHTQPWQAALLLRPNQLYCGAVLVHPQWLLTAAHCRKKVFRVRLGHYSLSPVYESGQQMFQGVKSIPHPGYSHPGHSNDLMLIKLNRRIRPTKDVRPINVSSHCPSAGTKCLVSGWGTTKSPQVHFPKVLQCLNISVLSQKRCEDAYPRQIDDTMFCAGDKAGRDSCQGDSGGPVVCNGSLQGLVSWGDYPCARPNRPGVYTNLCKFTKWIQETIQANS
# FXIIa inh: human FXIIa protease inhibitors, primary screen, biochemical, 1536-well | inhibition, % at 5 µM | 220,000 tested, 0.3% active | purified FXIIa, Boc-QGR-AMC fluorogenic substrate, 2 h | Coagulation factor XII (Homo sapiens), P00748 | AID 800, 2007; in the data active = inhibition above about 40%;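 note: 0% = enzyme with no compound and 100% = blank without enzyme; many of its hits are not listed in these tables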
# Thrombin inh: human alpha-thrombin inhibitors, primary screen, counter-screen for coagulation protease inhibitor project, biochemical, 1536-well, fluorogenic AMC substrate | Prothrombin (Homo sapiens), P00734 | 220,000 tested, 0.26% active | Boc-VPR-AMC fluorogenic substrate cleavage | inhibition, % at 5 µM;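 active = inhibition at or above 40%; inactive = inhibition below 40%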;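 note: 0% = enzyme with no compound and 100% = wells without enzyme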
#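 Material: human alpha-thrombin protein; Also added: Boc-VPR-AMC substrate, 15 µM final; Timing: enzyme reaction carried out at room temperature; Signal: fluorescence, ex 355 nm, em 460 nm; Measure: % inhibition of thrombin; Controls: enzyme without compound as high, wells lacking enzyme as low.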
# * = called active by the depositor; . = not tested or not shown; [ ] = dose if it differs, or a comment. Rows are unselected; about 4.2% have a hit in one of these screens.
SMILES,Runt-CBFb FRET,Wee1 stabilizer,Hck Nef HTS,FXIa inh,Runt-SMMHC FRET,14-3-3 Bad inh,hK5 inh,FXIIa inh,Thrombin inh
O=C(Nc1ccc(F)cc1)N1CCN(c2ccc3nnc(-c4ccc(F)cc4)n3n2)CC1,-0.8,-0.3,1.8,4.9,-2.0,2.4,-3.4,12.5,-1.5
O=C(Nc1ccc(S(=O)(=O)N2CCOCC2)cc1)c1ccc(CN2CCc3ccccc3C2)cc1,-4.3,0.4,1.2,9.0,-0.2,0.0,-6.1,16.9,0.2
NS(=O)(=O)c1ccc(CCNC(=S)NC2CCCC2)cc1,-1.5,0.1,20.4,-0.2,2.5,-6.3,4.6,11.3,-2.6
Cc1ccc2[nH]c(=O)c(CN(CCCN(C)C)C(=O)Nc3cccc(Cl)c3)cc2c1,0.3,1.4,0.7,12.3,-0.1,9.8,-14.3,15.2,10.8
Cc1cc(C)cc(N(CCC(=O)O)S(=O)(=O)c2ccc(Cl)cc2)c1,-0.2,-0.4,-0.4,-11.0,-0.9,0.7[fluorescence artefact?],18.1,-7.8,37.5
COc1ccc(S(=O)(=O)N2CCC(C(=O)NC3CC3)CC2)cc1Cl,-0.2,-0.1,-9.5,2.7,1.3,6.6,2.8,11.9,-3.7
Cc1cc(NC(=O)c2cnn3c(C(F)(F)F)cc(-c4ccc(Br)cc4)nc23)no1,-10.1,2.1,1.4,21.1,-30.3,3.0,26.7,10.3,1.0
O=S(=O)(c1ccc(Br)cc1)n1c(Cc2ccccc2)nc2ccccc21,0.0,-0.2,1.9,2.7,0.4,18.6[fluorescence artefact?],-8.8,9.1,-9.7
Cn1nc(C(F)(F)F)c2cc(C(=O)Nc3ccc(F)cc3F)sc21,-1.1,-0.6,1.2,13.0,-5.4,-2.3,12.8,21.2,9.2
Cc1csc2nc(CCNS(=O)(=O)c3cccs3)cn12,5.2,2.4,0.6,4.5,-3.3,-11.9[fluorescence artefact?],-1.5,2.0,4.3
CC[N+]1=CN(c2ccccc2)C(C)=CC1(C)C,-5.9,-1.6,5.1,3.8,6.6,82.4*[fluorescence artefact?],-1.2,12.1,-0.1
CCCCC(C(=O)N/N=C/c1ccccn1)C(=O)N/N=C/c1ccccn1,-1.3,0.7,10.7,1.5,7.0,-12.8,-12.7,9.1,-4.5
CCOC(=O)c1cccc(NC(=O)C2(S(=O)(=O)c3ccc(Cl)cc3)CC2)c1,-1.5,-1.9,2.3,9.1,1.5,-2.0,-17.9,-0.9,8.6
Cc1ccccc1N(Cc1ccccc1F)S(C)(=O)=O,1.7,0.4,-1.6,1.6,-1.5,-6.7,-2.2,20.4,1.7
CCCCOc1ccccc1C(=O)NCCCC(=O)O,2.0,1.5,14.2,2.4,-1.4,3.6,11.0,14.2,1.3
O=c1nc2s/c(=C\c3ccco3)c(=O)n2nc1Cc1ccc(F)cc1,30.9,0.4,11.8,15.6,2.2,-5.1,-40.9,9.3,1.8
O=C(CC1CCCCC1)NC1CCCC1,-0.9,4.5,-5.9,6.7,-4.5,-0.5,-0.6,19.8,3.7
CCOC(=O)c1c(C)c(C(=O)NCc2ccc3c(c2)OCO3)c(C)n1CC,-1.8,1.4,4.0,-6.3,-7.9,3.9,-19.1,-0.7,-5.3
CN(CCN1CCc2ccccc2C1)Cc1nc(Cc2ccccc2F)no1,-2.1,3.2,2.4,1.5,-1.1,2.0,.,5.3,-2.2
O=C(COC(=O)c1ccc(Cl)nc1)Nc1ccc(S(=O)(=O)N2CCCC2)cc1,-0.2,0.9,2.2,-5.2,-1.4,6.5,-5.7,8.2,-13.5
N#Cc1ccc(-c2csc(NC(=O)/C=C/c3cccs3)n2)cc1,-13.3,-0.6,6.8,0.1,-8.7,10.2,-9.4,1.1,-15.2
CCCCOc1ccc(C(=O)N/C(=C\c2cccc([N+](=O)[O-])c2)C(=O)OCCC)cc1,-0.2,-1.4,0.9,3.1,-2.5,-1.1,-3.0,14.3,-8.5
Cc1ccc(-n2c(C)c3c(C)nnc(C)c3c2C)cc1N,2.0,0.3,11.1,-6.8,0.7,-7.8,-22.5,-0.7,-2.6
O=C(CN1CCN(Cc2ccccc2)CC1)Nc1cccc(C(F)(F)F)c1,-3.3,-0.3,0.5,-8.6,-2.8,9.8,-1.1,-18.4,-4.2
Cn1c(N)c(C(=O)COC(=O)[C@H](Cc2ccccc2)N2C(=O)c3ccccc3C2=O)c(=O)n(C)c1=O,-4.8,1.4,-0.1,2.2,-3.7,-1.9,-30.0,8.2,-7.5
c1ccc(Cc2noc(CN3CCCC(CN4CCOCC4)C3)n2)cc1 (stereo not drawn),-1.6,3.0,23.7,8.3,4.1,-13.3,-3.1,5.0,-4.2
Cc1ccc(C)c(S(=O)(=O)NC(CCC(N)=O)C(=O)O)c1 (stereo not drawn),-0.2,1.4,2.2,.,0.1,.,.,.,.
O=C(CN1CCN(c2nc(-c3ccc(F)cc3)cs2)CC1)Nc1ccc2c(c1)OCO2,3.7,2.4,-1.4,3.6,0.9,-27.8,-6.5,2.6,-0.5
NS(=O)(=O)c1cccc(NC(=O)c2cccnc2Oc2ccccc2)c1,0.6,2.1,3.2,-14.5,1.1,-4.5,8.9,1.0,-5.9
COc1ccc(CN(C(=O)c2cnccn2)C(C(=O)NC(C)(C)C)c2cc(OC)c(OC)c(OC)c2)cc1 (stereo not drawn),-1.7,2.3,8.1,4.7,4.4,-1.2[fluorescence artefact?],-8.6,9.8,5.3
O=C(NCC(c1cccnc1)N1CCN(c2ccc(F)cc2)CC1)c1ccccc1 (stereo not drawn),-3.1,1.5,2.1,-9.7,4.8,-6.8,-1.5,-7.0,-1.6
C/C=C/C(=O)Nc1cccc(C2=NOC3(C2)C[C@@H](C(N)=O)N(C(=O)/C(C)=C/C)C3)c1 (stereo partly drawn),3.3,.,32.3,2.3,-2.4,8.7,0.1,10.9,0.9
CCOc1ccc(-n2c(SCc3nc(-c4cccs4)no3)nnc2-c2ccncc2)cc1,0.5,-0.3,5.2,6.5,1.7,-1.5,-10.0,13.7,-4.5
O=C(CCNS(=O)(=O)c1ccc(Cl)cc1)NCc1ccccn1,0.3,2.8,-0.5,-7.1,-6.3,2.7,-3.9,2.0,-7.2
Cc1ccc(NC(=O)CSc2nnc(-c3ccccn3)n2C)cc1,-1.9,-0.7,-3.0,-1.7,1.9,-15.6,-3.9,10.0,-0.1
CSc1nc2ccc(S(N)(=O)=O)cc2s1,-1.5,-0.7,1.5,-11.2,3.8,8.6,-9.0,-5.7,-7.4
Cc1csc2c(=O)[nH]cnc12,0.1,-1.1,18.5,-4.7,3.2,-7.2,-3.0,1.5,-0.7
COc1ccc(CNC(=O)COC(=O)CCOc2ccccc2)cc1,-0.8,0.6,3.3,8.6,3.3,-3.4,-21.3,13.7,4.4
CC(C)NC(=S)N/N=C1\CCCCc2ccccc21,-1.3,2.0,4.7,-4.1,3.0,-7.2,-6.3,-3.0,-12.8
Fc1ccccc1SCc1nnc(-c2ccccc2Br)o1,2.2,2.0,22.2,4.4,9.1,-22.7,-3.4,3.4,-5.2

# Looked up above:
# Reading for O=C(NCC(c1cccnc1)N1CCN(c2ccc(F)cc2)CC1)c1ccccc1 (stereo not drawn) in Runt-SMMHC FRET: 4.8
# Reading for O=C(CN1CCN(c2nc(-c3ccc(F)cc3)cs2)CC1)Nc1ccc2c(c1)OCO2 in Thrombin inh: -0.5

# (more compounds)
SMILES,Runt-CBFb FRET,Wee1 stabilizer,Hck Nef HTS,FXIa inh,Runt-SMMHC FRET,14-3-3 Bad inh,hK5 inh,FXIIa inh,Thrombin inh
CC(=O)NC(C)CCc1ccccc1 (stereo not drawn),0.4,0.1,4.7,-6.9,0.2,-0.3,-2.0,8.6,1.6
N=c1c(C(=O)NC2CCCC2)cc2c(=O)n3ccccc3nc2n1CCN1CCOCC1,99.2*,-2.0,34.5,-0.7,76.9*,8.7,-5.2,3.1,-5.2
O=c1c2cnn(-c3ccccc3)c2nc(-c2cccs2)n1-c1ccc(Br)cc1,.,2.8,2.5,2.0,-4.3,-8.1[fluorescence artefact?],6.4,19.8,1.8
CSc1ccccc1NC(=O)c1ccc(Cl)s1,0.5,2.1,-19.2,-8.2,0.7,32.7,-1.0,2.5,-4.4
O=C(Oc1cccc(NC(=O)c2ccccc2Cl)c1)c1ccc([N+](=O)[O-])cc1,-5.4,-0.8,0.7,0.6,-1.6,1.4,-10.9,0.2,-0.5
CCCCCCCCNC(=O)c1ccc(C)cc1,-1.0,2.4,-22.2,-3.1,-1.1,2.2,-0.8,3.8,-7.5
CN1/C(=C\C(=O)COC(=O)CNC(=O)c2ccc3ccccc3c2)C(C)(C)c2ccccc21,0.3,-2.4,5.8,13.4,1.9,-62.2,-9.8,10.4,-6.5
COc1ccc(NC(=O)Nc2ccc3c(c2)N(C)C(=O)CS3)cc1OC,0.2,-0.1,-1.0,-1.6,-5.6,5.6,-1.0,10.2,-4.2
CC(=O)Nc1nnc(SCc2cccc(F)c2)s1,1.3,2.5,7.5,1.5,-1.7,5.0,0.6,4.1,-0.9
CC(C)NC(=O)COC(=O)C1CSC2(c3ccc(Br)cc3)CCC(=O)N12 (stereo not drawn),0.6,0.2,-7.4,-6.9,-0.5,-5.0,-3.6,0.7,-10.8
O=[N+]([O-])c1ccccc1S(=O)(=O)NCCC1=CCCCC1,-1.6,-2.2,0.8,6.5,1.3,3.4,1.7,14.3,-0.7
Cc1cnc(C(=O)OCC(=O)Nc2oc(-c3ccccc3)c(-c3ccccc3)c2C#N)cn1,-1.5,0.1,-1.3,-7.8,-10.3,0.3[fluorescence artefact?],8.9,3.2,-2.9
COc1ccc(/C=C2\CC/C(=C\c3ccc(OC)cc3OC)C2=O)c(OC)c1,-56.2,-2.1,20.5,3.8,-147.1,-10.3,-2.7,13.6,-7.1
Cc1onc(-c2ccccc2Cl)c1C(=O)Nc1nnc(C(C)C)s1,-0.6,-1.9,-3.8,4.2,3.6,7.3,3.9,13.8,-0.8
O=C(CSc1ccc(-c2ccccc2)nn1)N1CCOCC1,2.1,-0.6,0.9,0.5,-4.9,0.6,3.4,1.5,-3.7
Cc1ccc(CNC(=O)CCS(=O)(=O)c2ccc(C)cc2)cc1,-1.2,-2.8,20.8,0.1,0.3,-8.4,-2.4,5.3,-3.0
